PAD4 FP inh = blocks human protein arginine deiminase 4; Q9UM07; recombinant PAD4, RCA probe fluorescence polarization; inhibition, % at 6.36 µM; actives 0.41% (n = 330,000); AID 485272;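 active = percent inhibition above a cutoff equal to the mean of all tested compounds plus 3 SD, cut at about 15% in these data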;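 note: 0% = PAD4 with RCA probe and DMSO and 100% = probe without PAD4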
Target sequence (Q9UM07 whole entry, looked up): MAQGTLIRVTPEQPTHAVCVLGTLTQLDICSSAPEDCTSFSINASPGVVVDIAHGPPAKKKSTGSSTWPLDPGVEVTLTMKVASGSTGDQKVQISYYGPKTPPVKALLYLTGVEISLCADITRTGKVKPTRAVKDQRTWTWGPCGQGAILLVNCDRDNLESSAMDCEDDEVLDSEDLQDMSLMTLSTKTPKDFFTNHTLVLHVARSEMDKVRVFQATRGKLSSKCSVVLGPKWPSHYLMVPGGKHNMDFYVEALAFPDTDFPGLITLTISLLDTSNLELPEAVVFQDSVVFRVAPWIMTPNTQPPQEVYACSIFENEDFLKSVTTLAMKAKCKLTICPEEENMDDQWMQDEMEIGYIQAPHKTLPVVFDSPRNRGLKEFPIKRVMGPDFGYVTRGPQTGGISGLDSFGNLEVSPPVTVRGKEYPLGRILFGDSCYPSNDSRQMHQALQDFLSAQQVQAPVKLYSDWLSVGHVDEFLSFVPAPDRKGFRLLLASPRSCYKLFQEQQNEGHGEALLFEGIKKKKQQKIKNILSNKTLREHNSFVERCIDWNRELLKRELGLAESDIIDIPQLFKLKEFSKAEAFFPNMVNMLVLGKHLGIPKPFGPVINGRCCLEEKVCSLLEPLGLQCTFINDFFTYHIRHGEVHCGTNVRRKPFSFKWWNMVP
PREPL inh = inhibitors of human prolyl oligopeptidase-like enzyme PREPL; recombinant PREPL, fluorescence polarization activity-based probe; inhibition, % at 5.96 µM; actives 0.68% (n = 320,000); Q4J6C6; in the data active = inhibition above about 43%;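 note: 0% = enzyme with DMSO and 100% = wells lacking enzyme; many of its hits are not listed in these tables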
LYPLA2 counter = blocks human lysophospholipase 2, a PME1 counter-screen | O95372 | recombinant LYPLA2, FP-Rh probe fluorescence polarization | inhibition, % at 5.9 µM | actives 0.38% (n = 320,000) | AID 2177;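 active = inhibition above the screen-wide mean plus 3 SD, limit set per campaign, cut at about 26% in these data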;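 note: 0% = LYPLA2 with DMSO and 100% = wells lacking LYPLA2 enzyme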
PAFAH2 inh = inhibitors of human PAFAH2; Q99487; recombinant PAFAH2, FP-rhodamine activity probe, fluorescence polarization; inhibition, % at 3.39 µM; actives 0.99% (n = 340,000);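 active = inhibition above the mean over all tested compounds plus 3 SD, cut at about 30% in these data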;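 note: inhibitors block probe labeling of enzyme so polarization drops; 0% = enzyme with DMSO and 100% = wells lacking PAFAH2 protein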
ZTA counter = counter-screen for EBNA-1 inhibitors: inhibitors of Epstein-Barr virus ZTA; P03206; actives 0.15% (n = 320,000); ZTA-DNA binding, fluorescence polarization; inhibition, % at 11 µM; in the data active = inhibition above about 33%
PAFAH1B3 FP inh = blocks human PAF acetylhydrolase 1B catalytic subunit 3; recombinant PAFAH1B3, FP-rhodamine probe, fluorescence polarization; actives 0.28% (n = 340,000); inhibition, % at 3.39 µM; AID 492972; Q15102;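 active = inhibition above the screen-wide average of all tested compounds plus 3 SD, cut at about 25% in these data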;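 note: 0% = enzyme with DMSO only and 100% = wells lacking PAFAH1B3 protein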
Target sequence (Q15102 whole entry, looked up): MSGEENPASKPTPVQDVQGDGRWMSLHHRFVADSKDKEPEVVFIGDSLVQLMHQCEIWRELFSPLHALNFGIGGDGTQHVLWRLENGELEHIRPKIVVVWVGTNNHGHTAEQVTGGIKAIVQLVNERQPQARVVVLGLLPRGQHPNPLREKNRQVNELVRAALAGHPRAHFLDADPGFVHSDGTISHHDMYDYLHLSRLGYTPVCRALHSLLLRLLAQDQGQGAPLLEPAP
EBNA-1 inhibitor = blocks EBNA-1 binding to DNA; EBNA-1 DNA binding, fluorescence polarization; inhibition, % at 14.8 µM; actives 0.34% (n = 300,000); AID 1950; in the data active = inhibition above about 28%
GSTO1 counter = GSTO1 inhibition, counter-screen for RBBP9 inhibitors; P78417; recombinant GSTO1, activity-based probe fluorescence polarization; AID 1974; actives 1.1% (n = 300,000); inhibition, % at 5.96 µM;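 active = inhibition above the campaign mean inhibition plus 3 SD, cut at about 35% in these data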;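 note: 0% = GSTO1-1 with DMSO and 100% = wells lacking GSTO1-1 enzyme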
LYPLA1 counter = LYPLA1 (human) inhibition in PME1 counter-screen | O75608 | recombinant LYPLA1, FP-Rh probe fluorescence polarization | inhibition, % at 5.9 µM | actives 0.16% (n = 320,000) | AID 2174;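 active = inhibition above the mean of all tested compounds plus 3 SD, set per campaign, cut at about 14% in these data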;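 note: inhibitors block serine hydrolase probe labeling of LYPLA1 so polarization falls; 0% = enzyme with DMSO and 100% = wells lacking LYPLA1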
Numbers without * were called inactive; nt = no result given. The list is partial; rates above refer to the full screens.

SMILES	PAD4 FP inh	PREPL inh	LYPLA2 counter	PAFAH2 inh	ZTA counter	PAFAH1B3 FP inh	EBNA-1 inhibitor	GSTO1 counter	LYPLA1 counter
O=C(NCC1CCCN1S(=O)(=O)c1cccs1)C(=O)Nc1cccc(F)c1 (configuration not stated)	-0.1	-1.4	-1.9	-2.0	1.7	3.6	-7.4	9.3	-1.4
CCOc1ccc(-n2c(=O)c3sccc3n(CC(=O)Nc3cccc(OC)c3)c2=O)cc1	-0.3	-11.9	9.9	2.6	-5.4	1.6	51.6*	0.3	0.1
Cc1nnc(Nc2ccc(C(=O)O)cc2)[nH]c1=O	-0.3	-8.5	2.1	-1.3	4.5	10.3	-8.4	7.5	3.8
Cc1cccc(OCCCC(=O)Nc2ccc(S(N)(=O)=O)cc2)c1C	-0.3	-24.0	-4.3	-4.7	-2.7	7.1	2.5	-2.6	-5.9
Cc1[nH]c2ccccc2c1/C=N/NC(=O)c1cccc([N+](=O)[O-])c1	-1.9	22.3	-4.8	nt	-8.1	nt	-4.5	-1.1	-1.9
Cc1onc(-c2ccccc2)c1C(=O)/C=C/N(C)C	2.0	6.6	-2.4	-0.8	12.6	5.6	4.7	-2.4	-0.2
COc1cccc(C(=O)COc2ccc3c(C)c(Cc4ccccc4)c(=O)oc3c2)c1	2.5	-10.6	-15.1	-0.8	4.5	-2.2	-1.8	-8.3	-7.2
COc1ccc(C(CNC(=O)Cc2ccccc2)N2CCCCC2)cc1 (configuration not stated)	2.3	3.7	-0.3	-2.8	-8.6	-5.0	-8.2	-1.7	-2.2
COc1ccc(C(CNC(=O)c2cccc(NC(=O)c3cccs3)c2)N2CCCC2)cc1 (configuration not stated)	0.8	-46.4	-7.8	-2.0	0.2	-4.4	nt	nt	-7.9
CC(=O)Nc1ccc(S(=O)(=O)N2CCN(S(=O)(=O)N3CCOCC3)CC2)cc1	-0.6	0.6	-13.1	-7.8	-9.2	-0.3	-27.3	1.2	-3.6
CN(C)CCNC(=S)Nc1ccc(Cl)cc1Cl	0.0	-9.2	5.6	8.4	10.6	15.8	2.0	0.1	-0.1
CC(/C=N\NC(=O)c1ccc2c(c1)OCO2)c1ccccc1 (configuration not stated)	2.8	-2.2	-1.1	-5.3	3.9	-1.4	-1.9	1.8	-2.5
C/C=C/C=C/C(=O)Nc1nccs1	-4.8	-5.3	-0.1	1.8	7.2	8.6	11.5	6.7	-3.5
Nc1nnc(-c2cccc(Cl)c2Cl)c(N)n1	-0.1	3.3	-0.7	0.0	8.1	-1.0	-1.7	6.3	-4.2
CCOc1ccc(NC(=O)CN2C(=O)NC3(CCCCCC3)C2=O)cc1	-2.9	8.0	nt	5.9	nt	11.5	nt	nt	nt
Cc1ccc(N2C(=O)C3NN=C(C(=O)OCc4ccccc4)C3C2=O)cc1 (configuration not stated)	-1.0	3.1	4.5	7.1	-22.8	4.1	0.7	-4.6	-1.5
Cc1ccc(C(=O)Nc2ccccc2C(=O)NC(C(=O)O)C(C)C)cc1 (configuration not stated)	0.9	12.1	1.9	2.0	2.7	4.3	-5.8	-0.4	2.1
CSc1ccc(S(=O)(=O)Nc2c(C)n(C)n(-c3ccccc3)c2=O)cc1	0.6	-10.8	-3.8	7.3	9.7	-3.5	6.6	-1.3	-1.6
CSc1ccccc1NC(=O)c1ccccc1N(C)S(C)(=O)=O	-3.5	3.2	-0.4	3.6	-7.3	1.2	17.1	-3.5	2.7
CCS(=O)(=O)N1CCC(NC(=O)C(Cc2cc(OC)ccc2OC)NC(C)=O)CC1 (configuration not stated)	-2.8	20.6	-2.6	5.3	1.3	10.4	0.9	-2.7	1.1

EBNA-1 inhibitor: entries above that show a hit
molecule	PAD4 FP inh	PREPL inh	PAFAH2 inh	PAFAH1B3 FP inh	EBNA-1 inhibitor
CCOc1ccc(-n2c(=O)c3sccc3n(CC(=O)Nc3cccc(OC)c3)c2=O)cc1	-0.3	-11.9	2.6	1.6	51.6*

More entries follow.
SMILES	PAD4 FP inh	PREPL inh	LYPLA2 counter	PAFAH2 inh	ZTA counter	PAFAH1B3 FP inh	EBNA-1 inhibitor	GSTO1 counter	LYPLA1 counter
Cc1ccnc(SCc2cc(=O)c(OC(=O)c3cc([N+](=O)[O-])ccc3Cl)co2)n1	3.2	-3.5	6.9	0.9	10.7	6.2	-2.1	-1.7	3.7
COc1cccc(NC(=O)CN(C)C(=O)Cc2cccc3ccccc23)c1	3.7	0.3	1.6	0.6	12.5	-0.1	nt	nt	0.5
COc1ccccc1NS(=O)(=O)c1cc(NC(=O)CC(C)(C)C)ccc1N1CCOCC1	1.2	2.2	6.1	nt	15.9	nt	5.4	-6.6	-3.0
CCCc1cc(=O)[nH]c(/N=C(\N)Nc2ccccc2)n1	-4.0	3.8	1.3	-2.1	-22.9	2.9	-6.0	9.9	0.8
CC(C)(C)SCCNC(=O)/C=C/c1ccccc1	0.1	-10.0	0.5	nt	-0.1	nt	4.3	4.1	1.8
CC(C)Cn1nc(NS(=O)(=O)c2cccc3nonc23)c2cc3ccccc3nc21	0.0	9.4	-1.1	10.4	-0.6	9.6	4.2	7.1	1.2
Cc1cc(C)nc(NC(=O)Nc2ccc3c(c2)OCO3)c1	-2.9	7.6	3.3	0.1	-3.4	-2.8	4.2	-7.9	-3.2
O=C(CN1CCN(S(=O)(=O)c2ccc(Cl)cc2)CC1)c1ccc(O)c(O)c1	1.2	13.1	2.8	4.2	-2.1	6.2	-9.6	25.7	-0.7
CC1(C)Oc2ccc3ccc(=O)oc3c2CC1O (configuration not stated)	-1.5	-0.8	1.7	2.7	-5.6	1.6	-10.9	1.4	-0.3
Clc1ccccc1CN1CCN(/N=C/c2ccncc2)CC1	-4.8	9.7	-8.5	13.3	2.6	13.8	2.1	-1.4	-4.0
C=CCn1c(CCCNC(=O)C(C)(C)C)nc2ccccc21	-4.4	6.2	-1.0	5.6	4.2	8.1	-6.5	-1.6	2.6
CN(C)c1ccc(-c2nc3ccccc3n2C)cc1	0.8	19.8	-0.9	4.7	-3.2	3.4	1.2	-0.3	0.3
Cc1cc(C)c(S(=O)(=O)Cc2ccccc2)c(Cl)n1	0.2	2.8	0.2	-3.5	-5.9	1.6	0.6	4.0	1.2
Cc1cc(C)n(-c2nc(C)nc3sc4c(c23)CCC(C)C4)n1 (configuration not stated)	1.1	-2.6	3.2	-6.3	-10.9	6.1	7.1	-2.9	-1.2
O=[N+]([O-])c1ccccc1S(=O)(=O)Nc1ccc(S(=O)(=O)N2CCCC2)cc1	0.3	10.4	nt	7.6	nt	13.7	nt	nt	nt
CN(C(=O)c1cccc(NC(=O)c2cccs2)c1)c1ccccc1	-2.0	6.5	2.0	7.3	-5.7	2.2	-3.8	-3.3	-1.9
CCCC(C)c1nnc(NC(=O)CCS(=O)(=O)c2ccccc2)s1 (configuration not stated)	-5.1	3.6	2.6	4.1	9.9	2.6	4.6	3.1	-5.3
CCOC(=O)[C@@H]1[C@H]2COc3cc(OC)ccc3[C@@H]2N2C(=O)N(c3ccc(C)cc3)C(=O)[C@]12C	1.1	-28.2	-0.1	-2.1	-2.3	8.2	-8.3	-1.6	-0.8
COC(=O)C1CCN(C(c2cc(OC)c(OC)c(OC)c2)c2sc3nc(C)nn3c2O)CC1 (configuration not stated)	-1.2	2.1	-4.6	-4.7	3.0	-3.2	1.6	3.7	-3.8
COc1ccccc1N1CCN(C(CNS(=O)(=O)c2cccs2)c2cccnc2)CC1 (configuration not stated)	-2.4	11.3	0.2	7.6	10.3	-5.0	0.0	-0.2	-1.2

Complete entries as entered above:
Cc1ccnc(SCc2cc(=O)c(OC(=O)c3cc([N+](=O)[O-])ccc3Cl)co2)n1 reads PAD4 FP inh = 3.2; PREPL inh = -3.5; LYPLA2 counter = 6.9; PAFAH2 inh = 0.9; ZTA counter = 10.7; PAFAH1B3 FP inh = 6.2; EBNA-1 inhibitor = -2.1; GSTO1 counter = -1.7; LYPLA1 counter = 3.7
Cc1[nH]c2ccccc2c1/C=N/NC(=O)c1cccc([N+](=O)[O-])c1 reads PAD4 FP inh = -1.9; PREPL inh = 22.3; LYPLA2 counter = -4.8; PAFAH2 inh = nt; ZTA counter = -8.1; PAFAH1B3 FP inh = nt; EBNA-1 inhibitor = -4.5; GSTO1 counter = -1.1; LYPLA1 counter = -1.9

More compounds follow.
SMILES	PAD4 FP inh	PREPL inh	LYPLA2 counter	PAFAH2 inh	ZTA counter	PAFAH1B3 FP inh	EBNA-1 inhibitor	GSTO1 counter	LYPLA1 counter
Cc1cc(C)c(C#N)c(SCc2ccccc2C(=O)O)n1	1.5	-2.8	1.9	4.2	-1.9	3.6	-1.3	-6.9	1.6
COCCn1c(SCC(=O)Nc2ccc(C)cc2)nc2c(oc3ccccc32)c1=O	-7.2	9.4	6.2	1.9	-5.3	-9.1	-1.6	4.4	5.6
O=C(O)[C@@H]1CCCN1C(=O)c1ccco1	0.4	3.9	3.5	3.2	6.9	15.7	0.9	1.5	-0.6
CCCCn1c(SCC(=O)/C(C#N)=C(\C)N)nc2ccccc2c1=O	2.5	1.7	-8.8	-2.8	-3.8	8.7	-8.5	3.9	-5.5
Cc1ccc2nc(-c3ccccc3)cc(C(=O)NNC(=O)c3csc(N4CCOCC4)n3)c2c1	3.7	-22.4	-4.5	-3.0	-4.1	-1.0	1.0	-2.6	-6.9
CCC(C)(C)NC(=O)C(c1ccc(OC)cc1)N(C(=O)CCC(=O)Nc1cc(C)on1)c1ccc(OC)cc1OC (configuration not stated)	0.8	-1.3	0.8	2.8	-2.2	4.0	-6.1	8.8	-3.4
Cc1cc(N/N=C/c2ccc(N(C)C)cc2)nc(NCc2ccccc2)n1	-1.6	20.8	6.2	nt	-17.7	nt	-10.6	4.9	1.9
CCCn1c(N)c(C(=O)COC(=O)CNC(=O)c2ccccc2OCC)c(=O)[nH]c1=O	0.1	5.7	3.6	1.6	-4.5	7.9	nt	nt	1.6
CCc1ccc(CN(C(=O)c2cc3ccccc3oc2=O)C2CCS(=O)(=O)C2)cc1 (configuration not stated)	-4.3	-12.0	-0.7	4.0	-5.6	4.1	-3.6	0.7	-0.5
CN(C(=O)CSc1nnc(-c2ccncc2)n1C)C1CCS(=O)(=O)C1 (configuration not stated)	1.4	5.5	3.2	-3.7	-10.6	-1.2	-14.6	-1.5	3.3
C=CC[C@@H](CC(=O)N(CCO)Cc1ccccc1)C(=O)N[C@@H](C)COC(=O)[C@@H](CC=C)Cc1ccc(F)cc1	-2.1	8.4	nt	12.4	nt	7.6	nt	nt	nt
Cc1ccc(COc2ccsc2-c2n[nH]c(=S)n2C)cc1	2.1	-18.6	0.1	1.6	-15.3	8.1	-6.5	2.9	0.5
COc1ccccc1Cn1c(=S)[nH]c2cc(C(=O)N3CCN(c4ccccc4OC)CC3)ccc2c1=O	-0.4	3.0	1.3	3.4	7.3	1.0	-1.9	3.7	2.3
CSc1nc(-c2ccccc2)c(-c2ccccc2)[nH]1	1.3	-2.9	0.1	5.2	15.7	2.6	-16.8	-6.2	-6.6
O=C(NCc1ccccn1)c1ccc(OC2CCN(Cc3ccccc3O)CC2)cc1	0.0	-12.0	11.7	-1.2	3.3	-1.1	0.9	0.4	4.9
COc1ccc(C(=O)Nc2ccc3nc(N4CCCCC4)cc(C)c3c2)c(OC)c1	-3.2	-1.3	3.9	nt	4.2	nt	-8.7	1.1	-1.3
COCCCNC(=O)c1cn(CCOC)c(=O)c2c1c1ccccc1n2C	-1.4	-0.8	-0.9	4.9	-13.0	8.7	-10.7	1.4	-1.0
CN1CCN(C2CC(=O)N(c3ccc4c(c3)OCCO4)C2=O)CC1 (configuration not stated)	-0.2	-1.8	-7.0	-5.0	9.8	4.3	9.4	1.7	-2.8
CC(=O)c1cccc(NC(=O)COC(=O)Cn2cnc3ccccc32)c1	2.2	7.4	nt	3.8	nt	6.6	nt	nt	nt
CCOc1ccccc1C1NC(=O)NC(C)=C1C(=O)OCc1ccco1 (configuration not stated)	-4.0	-38.4	1.4	4.0	3.3	10.1	3.1	-10.2	2.8

Screening data: PubChem, The Scripps Research Institute Molecular Screening Center
